Screens as filed in PubChem BioAssay.
Tcruzi prolif: T. cruzi intracellular proliferation inhibitors, primary screen, cell-based, beta-gal Tulahuen parasites, NIH3T3 host, luminescence. inhibition, % at 8.34 µM. T. cruzi beta-gal in NIH3T3, GalScreen luminescence, 90 h. actives 5.9% (n = 77,000);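 active = mean inhibition above about 93%, with at least 55% of replicates each passing it, limit read from the data, passing the limit was not always enough; inconclusive = only one of those two conditions holds; inactive = neither condition holds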
Pf Dd2 growth: P. falciparum Dd2 growth inhibitors, primary screen, SYBR Green fluorescence, single dose replicates; AID 1159554, 2015; actives 2.3% (n = 94,000); 72 h; active compounds read low; activity change, % at 10 µM; in the data active = activity change below about -80%; inconclusive = no clear call, values can overlap the other calls
C diff growth: C. difficile growth inhibitors, primary screen, HTS; growth activity, negative = inhibition, % at 16 µg/mL (by protocol); actives 0.25% (n = 86,000); AID 1259249, 2017; Clostridium difficile clinical isolate growth, OD600, 24 h; active compounds read low;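 active = mean growth activity at or below -80% and every replicate also at or below -80%; inconclusive = mean at or below -80% but some replicate above -80%; inactive = mean growth activity above -80%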;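 also: 0% = DMSO wells and -100% = levofloxacin 16 µg/mL wells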
GASC1 inh: inhibitors of GASC-1 (KDM4C) histone demethylase, primary screen, biochemical, single concentration HTS; GST-KDM4C 2-372, H3K9me3 peptide, LANCE TR-FRET; Lysine-specific demethylase 4C (Homo sapiens), Q9H3R0; inhibition, % at 12.5 µM; AID 720574, 2013; actives 0.15% (n = 96,000);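 active = mean replicate inhibition above about 25%, with at least 55% of replicates also reaching it, limit read from the data, passing the limit was not always enough; inconclusive = only one of those two conditions met; inactive = neither condition met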
Target sequence (Q9H3R0 2-372 limits assumed): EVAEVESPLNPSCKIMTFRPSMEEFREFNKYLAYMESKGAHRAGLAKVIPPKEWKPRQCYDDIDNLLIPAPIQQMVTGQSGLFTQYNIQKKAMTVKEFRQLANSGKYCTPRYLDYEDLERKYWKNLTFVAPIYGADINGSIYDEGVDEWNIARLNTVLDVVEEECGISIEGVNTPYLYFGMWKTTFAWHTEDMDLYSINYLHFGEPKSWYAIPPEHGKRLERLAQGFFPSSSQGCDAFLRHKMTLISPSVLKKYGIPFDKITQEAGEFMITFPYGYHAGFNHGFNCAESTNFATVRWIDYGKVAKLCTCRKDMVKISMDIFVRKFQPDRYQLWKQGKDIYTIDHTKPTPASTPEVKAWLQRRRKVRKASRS
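material = GST-tagged GASC-1 (JMJD2C) catalytic fragment, aa 2-372 | amount = enzyme final amount 10 nM | medium = HEPES buffer, pH 7.5, plus ascorbate | also added = H3K9me3 peptide substrate, Fe(II), 2-oxoglutarate | dosing = single dose | times = 30 min demethylation and 1 h detection at room temperature | detection = LANCE TR-FRET | read-out basis = Fall in 671/618 emission ratio as inhibition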
Active calls of the source: *; u = inconclusive; x = not tested or not shown; & = joins results of further samples.

Start of the listing, in advance:
SMILES	Tcruzi prolif	Pf Dd2 growth	C diff growth	GASC1 inh
COc1ccc(NC(=O)Nc2ccc3c(c2)C(=O)N([C@@H](C)CO)C[C@H](C)[C@H](CN(C)Cc2ccncc2)O3)cc1	-23.6	18.7	-1.6	-0.7
CCC(=O)N1CC2(CN(Cc3cccnc3)C2)c2c(n(C)c3cc(OC)ccc23)[C@@H]1CO	x	-20.9	-10.0	-0.6
CN(C[C@@H]1[C@@H](c2ccccc2)[C@@H](CO)N1Cc1ccccn1)S(C)(=O)=O	4.0	-0.9	-3.9	-0.6
CCC(=O)N(C)C[C@H]1Oc2ncc(C3=CCCC3)cc2C(=O)N([C@@H](C)CO)C[C@@H]1C	5.1	54.5	0.7	1.9
C[C@@H]1CN([C@@H](C)CO)C(=O)Cc2cc(NC(=O)c3ccncc3)ccc2O[C@H]1CN(C)Cc1ccc(Oc2ccccc2)cc1	104.9*	-50.8	1.3	-1.4
C[C@@H]1CN([C@H](C)CO)C(=O)Cc2cc(NC(=O)Nc3ccccc3)ccc2O[C@H]1CN(C)C(=O)Nc1cccc2ccccc12	17.2	-8.5	-2.0	-1.9
CCN1[C@@H]2Cn3c(ccc(-c4ccccc4F)c3=O)[C@H]1[C@@H](C(=O)NCCOC)[C@@H]2CO	0.6	6.6	-3.6	1.2

This part in full, from the first entry:
SMILES	Tcruzi prolif	Pf Dd2 growth	C diff growth	GASC1 inh
COc1ccc(NC(=O)Nc2ccc3c(c2)C(=O)N([C@@H](C)CO)C[C@H](C)[C@H](CN(C)Cc2ccncc2)O3)cc1	-23.6	18.7	-1.6	-0.7
CCC(=O)N1CC2(CN(Cc3cccnc3)C2)c2c(n(C)c3cc(OC)ccc23)[C@@H]1CO	x	-20.9	-10.0	-0.6
CN(C[C@@H]1[C@@H](c2ccccc2)[C@@H](CO)N1Cc1ccccn1)S(C)(=O)=O	4.0	-0.9	-3.9	-0.6
CCC(=O)N(C)C[C@H]1Oc2ncc(C3=CCCC3)cc2C(=O)N([C@@H](C)CO)C[C@@H]1C	5.1	54.5	0.7	1.9
C[C@@H]1CN([C@@H](C)CO)C(=O)Cc2cc(NC(=O)c3ccncc3)ccc2O[C@H]1CN(C)Cc1ccc(Oc2ccccc2)cc1	104.9*	-50.8	1.3	-1.4
C[C@@H]1CN([C@H](C)CO)C(=O)Cc2cc(NC(=O)Nc3ccccc3)ccc2O[C@H]1CN(C)C(=O)Nc1cccc2ccccc12	17.2	-8.5	-2.0	-1.9
CCN1[C@@H]2Cn3c(ccc(-c4ccccc4F)c3=O)[C@H]1[C@@H](C(=O)NCCOC)[C@@H]2CO	0.6	6.6	-3.6	1.2
C[C@@H]1CN([C@H](C)CO)C(=O)c2cccc(NC(=O)c3ccc(-c4nccs4)cc3)c2O[C@H]1CN(C)C(=O)NC1CCCCC1	19.2	-12.9	x	13.0
Cc1noc(C)c1NC(=O)NCC[C@@H]1CC[C@H](NC(=O)Cc2cccnc2)[C@@H](CO)O1	-6.0	17.4	3.7	0.1
CO[C@@H]1CN(C)C(=O)c2ccc(NC(=O)C3CCOCC3)cc2OC[C@@H](C)N(C)C[C@@H]1C	-17.7	21.2	-0.9	-1.2
C[C@H]1CN([C@@H](C)CO)C(=O)c2cc(NC(=O)CCCCCC(=O)Nc3ccccc3N)ccc2O[C@H]1CN(C)Cc1ccncc1	-8.4	8.6	-3.1	-0.1
COc1ccc(S(=O)(=O)N(C)C[C@H]2Oc3ccc(NC(=O)Nc4ccc(F)cc4)cc3CC(=O)N([C@@H](C)CO)C[C@H]2C)cc1	-59.3	-34.8	3.1	1.8
Cc1noc(C)c1S(=O)(=O)Nc1cccc2c1O[C@H](CN(C)Cc1ccncc1)[C@H](C)CN([C@H](C)CO)C2=O	21.6	34.9	-2.1	-0.4
COc1ccc2c3c(n(C)c2c1)[C@@H](CO)N(C(=O)CN(C)C)CC31CCN(C(=O)NC(C)C)CC1	x	5.1	-2.3	0.7
C[C@@H]1CN([C@H](C)CO)C(=O)Cc2cc(NC(=O)CCC(F)(F)F)ccc2O[C@H]1CN(C)Cc1ccc2c(c1)OCO2	85.0	-1.4	0.2	0.1
C[C@@H]1CN([C@@H](C)CO)C(=O)Cc2cc(NC(=O)c3ccncc3)ccc2O[C@@H]1CN(C)S(=O)(=O)c1ccc(Cl)cc1	9.7	-1.4	10.9	-1.2
CCCC#Cc1ccc2c(c1)O[C@H](CN(C)C(C)=O)[C@H](C)CN([C@H](C)CO)S2(=O)=O	x	5.7	-4.5	-1.0
COc1ccc(S(=O)(=O)Nc2cccc3c2O[C@@H](CN(C)C(=O)Nc2ccc4c(c2)OCO4)[C@@H](C)CN([C@@H](C)CO)C3=O)cc1	-1.7	0.1	1.6	1.9
COc1ccc(S(=O)(=O)N(C)C[C@@H]2Oc3ccc(NC(=O)NC4CCCCC4)cc3CC(=O)N([C@H](C)CO)C[C@H]2C)cc1	9.8	-25.1	-8.2	-0.2
CNC[C@@H]1Oc2ccc(NC(=O)CCC(F)(F)F)cc2CC(=O)N([C@@H](C)CO)C[C@@H]1C	-21.1	4.8	-2.6	-1.6
CCC(=O)N1C[C@@H](O)COC[C@@H]2O[C@H](CC(=O)NCc3ccccc3Cl)CC[C@H]21	x	13.5	0.0&-8.9	0.6
COc1ccc(S(=O)(=O)N2C[C@H](O)COC[C@H]3O[C@@H](CC(=O)NCCCN4CCOCC4)CC[C@@H]32)cc1	21.1	7.2	x	-0.7
COc1ccc2c3c(n(C)c2c1)[C@@H](CO)N(Cc1ccccc1)CC31CCN(S(C)(=O)=O)CC1	x	-4.9	-0.8	-0.9
CN(C)CC(=O)N1[C@H](C#N)[C@@H](c2ccc(C#Cc3cccnc3)cc2)[C@H]1CO	74.0	23.1	7.3	0.1
COc1ccc(S(=O)(=O)N(C)C[C@H]2Oc3ccc(NS(=O)(=O)c4c(C)noc4C)cc3CC(=O)N([C@@H](C)CO)C[C@H]2C)cc1	1.0	-25.0	0.3	-0.2
C[C@@H]1CN([C@@H](C)CO)C(=O)c2cccc(NC(=O)c3cnccn3)c2O[C@H]1CN(C)Cc1ccc(C(F)(F)F)cc1	76.6	-55.2	-3.3	0.6
CC=Cc1ccc2n(c1=O)C[C@H]1[C@H](CO)[C@@H](C(=O)NCC)N(C(=O)C3CCOCC3)[C@@H]21 (mixture of isomers)	69.4	7.8	-1.7	-0.2
C[C@@H]1CN([C@H](C)CO)C(=O)c2cc(C3=CCCC3)cnc2O[C@@H]1CN(C)C(=O)NC1CCCC1	44.2	34.9	2.4	-0.5
COc1ccc(NC(=O)Nc2ccc3c(c2)C(=O)N([C@@H](C)CO)C[C@@H](C)[C@H](CN(C)C(=O)Cc2ccccc2)OCCCC[C@H](C)O3)cc1	12.0	-8.7	6.6	0.3
C[C@@H]1CN([C@H](C)CO)C(=O)c2cc(-c3cccc(C#N)c3)cnc2O[C@H]1CN(C)C(=O)C1CCOCC1	25.8	38.2	1.2	1.3
Cc1ccccc1-c1ccc([C@@H]2[C@H](CO)N3CCCCN(C(=O)c4cccnc4)C[C@@H]23)cc1	71.0	-27.7	-9.7	-0.5
Cc1noc(C)c1NC(=O)Nc1ccc2c(c1)C(=O)N([C@H](C)CO)C[C@@H](C)[C@@H](CN(C)Cc1ccc(Oc3ccccc3)cc1)O2	50.9	11.8	-13.4	0.9
C[C@H](CO)N1C[C@H](C)[C@@H](CN(C)Cc2ccccc2)Oc2c(cccc2N(C)C)C1=O	8.7	18.6	-14.4	x
C/C=C/c1ccc([C@@H]2[C@@H](CO)N(C(C)=O)[C@H]2CNC(=O)c2ccncc2)cc1	47.9	2.2	5.1	0.4
COc1ccc(S(=O)(=O)N2CC[C@@H]3[C@H]2c2cc(Br)ccc2N[C@@H]3CO)cc1	-11.7	3.3	-22.0	-3.8
CCS(=O)(=O)N1CCCCN2[C@@H](CO)[C@@H](c3ccc(-c4ccccc4C)cc3)[C@@H]2C1	u	-36.3	-12.6	-1.9
C[C@H]1CN([C@@H](C)CO)C(=O)c2cccc(NC(=O)Nc3ccc(F)cc3)c2O[C@@H]1CN(C)Cc1ccc(C(=O)O)cc1	1.2	-23.5	-2.0	1.3
N#C[C@H]1[C@@H](c2ccc(-c3ccccc3F)cc2)[C@H](CO)N1C(=O)C1CCC1	-6.2	23.5	12.9	0.2
COCC(=O)Nc1ccc2c(c1)OC[C@@H](C)N(C(=O)Cc1cccnc1)C[C@H](C)[C@@H](OC)CN(C)C2=O	3.9	34.9	x	0.1
COc1ccc(NC(=O)N(C)C[C@H]2Oc3ccc(NC(=O)Nc4ccc(F)cc4)cc3CC(=O)N([C@@H](C)CO)C[C@H]2C)cc1	-0.8	-4.8	-3.8	-2.3
C[C@H](CO)N1C[C@H](C)[C@@H](CN(C)C(=O)Nc2ccc(C(F)(F)F)cc2)Oc2ccc(NS(=O)(=O)c3cccs3)cc2C1=O	-5.2	-49.1	-5.9	-1.1
CC(=O)NC[C@H]1[C@H](c2ccccc2)[C@H](CO)N1C(=O)Cc1ccncc1	58.6	15.3	3.4	0.3
O=C(C1CC1)N1C[C@@H]2[C@H](c3ccccc31)[C@H](CO)N2C(=O)Nc1cccc(F)c1	70.2	-5.3	-5.4	0.6
C[C@@H]1CN([C@H](C)CO)C(=O)c2cc(NC(=O)CCC(F)(F)F)ccc2O[C@@H](C)CCCCO[C@@H]1CN(C)C(=O)C1CCCCC1	36.2	-58.9	0.1	0.1
C[C@@H]1CN([C@@H](C)CO)C(=O)c2cccc(NS(C)(=O)=O)c2O[C@@H]1CN(C)S(=O)(=O)c1ccc(Cl)cc1	16.6	-47.1	3.6	0.3
CNC(=O)C[C@H]1CC[C@H]2[C@H](COc3ccc(NS(=O)(=O)c4ccc(F)cc4)cc3C(=O)N2C)O1	-6.1	-26.2	1.5	2.7
COCC(=O)Nc1ccc2c(c1)C(=O)N(C)C[C@H](OC)[C@@H](C)CN(C(=O)C1CCCC1)[C@H](C)CO2	24.8	27.7	x	-0.5
C[C@@H]1CN([C@H](C)CO)C(=O)Cc2cc(NC(=O)C3CCCCC3)ccc2O[C@@H]1CN(C)C(=O)Nc1ccc(C(F)(F)F)cc1	-2.7	-6.5	3.5	-0.3
CC(C)C[C@H]1COCc2cn(nn2)CC[C@H](C)C(=O)N1	x	x	4.3	1.9
CC=Cc1ccc2n(c1=O)C[C@H]1[C@H](CO)[C@@H](C(=O)N[C@@H](C)c3ccccc3)[C@@H]2N1CC (mixture of isomers)	-51.6	x	0.0	-1.2
Next part.
SMILES	Tcruzi prolif	Pf Dd2 growth	C diff growth	GASC1 inh
CN1C(=O)c2cc(NC(=O)c3ccccc3)ccc2OC[C@@H]2O[C@H](CC(=O)NCC3CC3)CC[C@H]21	36.2	-21.6	3.4	-0.4
COc1ccc(-c2ccc3n(c2=O)C[C@@H]2[C@@H](CO)[C@H](C(=O)NCC4CC4)[C@H]3N2S(C)(=O)=O)cc1	6.2	7.5	1.6	-2.1
CO[C@H]1CN(C)C(=O)c2cc(NC(=O)c3ccc(Oc4ccccc4)cc3)ccc2OC[C@@H](C)NC[C@H]1C	-80.4	-55.4	-9.3	6.0
Cc1noc(C)c1NC(=O)Nc1ccc2c(c1)CC(=O)N([C@H](C)CO)C[C@H](C)[C@H](CN(C)S(C)(=O)=O)O2	28.6	26.3	-3.0	0.7
C[C@H](CO)N1C[C@H](C)[C@@H](CN(C)S(C)(=O)=O)Oc2ccc(NC(=O)CCN3CCOCC3)cc2CC1=O	24.2	7.0	-5.0	5.1
CN(C)C(=O)C[C@@H]1CC[C@@H](NC(=O)C2CC2)[C@@H](CO)O1	x	x	-1.5	-0.4
CN1CCN(C(=O)[C@H]2[C@H](CO)[C@H]3Cn4c(ccc(C5=CCCC5)c4=O)[C@@H]2N3S(C)(=O)=O)CC1	31.4	8.8	1.3	0.4
O=C([C@H]1[C@H](CO)[C@H]2Cn3c(cccc3=O)[C@H]2N1Cc1cc(F)ccc1F)N1CCOCC1	24.0	x	6.2	0.8
C[C@H]1CN([C@@H](C)CO)C(=O)c2cc(NC(=O)CCN3CCOCC3)ccc2O[C@@H]1CN(C)C(=O)Nc1ccccc1	x	2.1	7.9&7.4	-3.1
C[C@H](CO)N1C[C@H](C)[C@@H](CN(C)Cc2ccc(C(=O)Nc3ccccc3N)cc2)Oc2ccc(NC(=O)Cc3cn(C)c4ccccc34)cc2C1=O	28.4	-76.5	x	-0.4
C/C=C/c1ccc([C@H]2[C@@H](CO)N(CC3CCCCC3)[C@@H]2CNC(C)C)cc1	x	-93.6*	35.1	-0.7
C[C@H]1CN([C@@H](C)CO)C(=O)CCCn2cc(nn2)CO[C@H]1CN(C)C(=O)Nc1ccccc1C(F)(F)F	-14.8	-32.1	-3.6	1.4
CCC(=O)Nc1ccc2c(c1)C(=O)N(C)C[C@@H](OC)[C@@H](C)CN(C(=O)CC1CC1)[C@H](C)CO2	6.3	37.5	x	-0.5
